PAFAH2 inh: PAFAH2 enzyme inhibitors, primary screen, biochemical, fluorescence polarization, human. inhibition, % at 3.39 µM. Platelet-activating factor acetylhydrolase 2, cytoplasmic (Homo sapiens), Q99487. recombinant PAFAH2, FP-rhodamine activity probe. 340,000 compounds, 0.99% hits. AID 492956, 2010;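 active means inhibition above the mean over all tested compounds plus 3 SD, cut at about 30% in these data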;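 further: inhibitors block probe labeling of enzyme so polarization drops; 0% = enzyme with DMSO and 100% = wells lacking PAFAH2 protein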
AHR activator: AHR activators, primary screen, cell-based, luminescence, luciferase reporter, human. Aryl hydrocarbon receptor (Homo sapiens), P35869. AHR-responsive luciferase reporter cells. activation, % at 5 µM. 320,000 compounds, 2.5% hits. AID 2796, 2010; in the data active means activation above about 47%;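 further: 0% = vehicle wells and 100% = reference agonist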
procasp3 activ: activators of human procaspase-3 D3A mutant, primary screen, biochemical, absorbance, PC-3 D3A mutant, single concentration. recombinant procaspase-3 D3A, Ac-DEVD-pNA absorbance 405 nm. activation, % at 8.5 µM. 330,000 compounds, 0.11% hits. AID 463141, 2010;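 active means activation above the mean of all tested compounds plus 3 SD, cut at about 21% in these data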;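 further: 0% = DMSO alone and 100% = DMSO wells spiked with extra 5 µM PC-3 D3A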
Target sequence (P42574 whole entry D9A/D28A/D175A): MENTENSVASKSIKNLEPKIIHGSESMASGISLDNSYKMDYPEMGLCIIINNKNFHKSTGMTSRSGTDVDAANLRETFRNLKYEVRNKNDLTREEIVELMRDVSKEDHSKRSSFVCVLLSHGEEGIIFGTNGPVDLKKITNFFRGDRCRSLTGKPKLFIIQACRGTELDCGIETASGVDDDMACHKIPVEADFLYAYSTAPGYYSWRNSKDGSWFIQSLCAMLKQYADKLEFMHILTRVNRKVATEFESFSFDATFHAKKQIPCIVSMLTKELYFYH
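Assay system – Procaspase-3 D3A mutant · Benchmarks – DMSO low control, extra-enzyme high control · Technique – 405 nm absorbance of p-nitroaniline, reads at 0 and 120 min · Doses – 8.5 µM nominal · Measure – % activation between DMSO and enzyme-spiked controls · Also added – Ac-DEVD-pNA chromogenic peptide substrate · Schedule – 1 h compound preincubation, 2 h substrate hydrolysis at 25 °C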
CTSL1 counter: Fasciola hepatica cathepsin L1 inhibitors, primary screen, counter-screen for PFM18AAP inhibitor project, biochemical, QFRET, fluorogenic peptide substrate; AID 1906, 2009; 300,000 compounds, 0.49% hits; recombinant F. hepatica cathepsin L1, Z-Leu-Arg-MCA fluorescence; inhibition, % at 5.96 µM;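 active means inhibition above the mean of all tested compounds plus 3 SD, set per screening campaign, cut at about 17% in these data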;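 further: 0% = plate median of test compound wells and 100% = 1 µM Z-Phe-Ala-diazomethylketone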
PP5 inh: PP5 phosphatase inhibitors, primary screen, biochemical, fluorescence; inhibition, % at 6.7 µM; 320,000 compounds, 0.18% hits; purified PP5c, OMFP substrate fluorescence;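 active means inhibition above the campaign's mean inhibition across all tested compounds plus 3 SD, cut at about 9.5% in these data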;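 further: 0% = DMSO only and 100% = 100 µM cantharidin control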
HCV core dimer: inhibitors of HCV core protein dimerization, primary screen, biochemical, TR-FRET, high-throughput | TR-FRET GST/Flag-core106 dimerization, 1536-well | inhibition, % at 5 µM | 300,000 compounds, 0.33% hits;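 active means inhibition above the mean of all tested compounds plus 3 SD, set per screening campaign, cut at about 45% in these data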
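System: GST/Flag-tagged HCV core106 proteins. Incubation: compound-protein-antibody incubation 4 h at 22.5 °C. Technique: HTRF with 340 nm excitation, 617/671 nm emission. Medium: KF-containing HEPES buffer, pH 7.45, DTT, CHAPS, BSA. Read-out: inhibition (%) from 671 over 617 nm ratio. Also added: Eu(K)-anti-GST 90 ng/mL plus XL665-anti-Flag 1 µg/mL.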
PP1 inh: PP1-alpha phosphatase inhibitors, primary screen, counter-screen for PP5 inhibitor project, biochemical, fluorescence, OMFP substrate, single point; purified PP1alpha; inhibition, % at 6.7 µM; 320,000 compounds, 0.9% hits; AID 2235, 2010;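 active means inhibition above the mean inhibition of all tested compounds plus 3 SD, computed separately for each screening campaign, cut at about 15% in these data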
Target sequence (P62136 whole entry, looked up): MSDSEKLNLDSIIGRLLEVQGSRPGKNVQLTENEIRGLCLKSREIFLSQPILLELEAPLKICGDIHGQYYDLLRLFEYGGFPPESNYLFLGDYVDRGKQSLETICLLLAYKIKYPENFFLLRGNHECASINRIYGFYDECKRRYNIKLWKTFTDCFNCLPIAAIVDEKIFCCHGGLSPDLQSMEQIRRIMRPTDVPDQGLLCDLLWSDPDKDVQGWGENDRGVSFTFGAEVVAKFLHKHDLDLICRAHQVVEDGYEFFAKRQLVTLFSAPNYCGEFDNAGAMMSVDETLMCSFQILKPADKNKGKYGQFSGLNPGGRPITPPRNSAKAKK
TPT1 inhibitor: Candida albicans TPT1 enzyme inhibitors, primary screen, biochemical, fluorescence polarization; tRNA 2'-phosphotransferase TPT1 (Candida albicans SC5314); recombinant caTPT1, FP RNA substrate dephosphorylation; inhibition, % at 5 µM; 300,000 compounds, 0.81% hits;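 active means inhibition above the mean of all tested compounds plus 3 SD, set per screening campaign, cut at about 24% in these data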;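 further: plate controls were DMSO alone for no effect and ferristatin control at 100 nM for full effect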
procasp7 counter: procaspase-7 activators, primary screen, counter-screen for procaspase-3 activator project, biochemical, absorbance, HTS, human. activation, % at 8.5 µM. 330,000 compounds, 0.093% hits. AID 463210, 2010. recombinant procaspase-7, Ac-DEVD-pNA absorbance 405 nm; D23A/D198A/D206A triple mutant, cannot self-cleave; scale: DMSO 0, 5 µM enzyme 100;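 active means percent activation above the screen-wide mean plus 3 SD, cut at about 25% in these data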
Target sequence (P55210 whole entry D23A/D198A/D206A): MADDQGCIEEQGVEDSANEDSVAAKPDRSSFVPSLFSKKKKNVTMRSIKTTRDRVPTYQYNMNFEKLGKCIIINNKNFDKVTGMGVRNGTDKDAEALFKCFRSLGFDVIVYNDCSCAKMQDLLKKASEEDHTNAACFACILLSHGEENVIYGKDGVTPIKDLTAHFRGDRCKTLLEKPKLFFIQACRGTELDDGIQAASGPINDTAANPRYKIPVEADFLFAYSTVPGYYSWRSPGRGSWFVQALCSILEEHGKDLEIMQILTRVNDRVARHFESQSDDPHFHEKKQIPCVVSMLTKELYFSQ
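signal = Epi-absorbance of released pNA at 405 nm, two timepoints | assay system = Uncleavable procaspase-7 mutant enzyme | reagent = Ac-DEVD-pNA substrate, 400 µM as added | times = 1 h enzyme–compound preincubation and 2 h substrate reaction, both 25 °C | benchmarks = low DMSO alone, high DMSO plus 5 µM PC-7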
An asterisk follows results filed as active; . = not tested or not shown; & = joins results of further samples. Compounds as they come, and some 5.6% of all compounds hit somewhere here.

The first 4 entries as a preview:
SMILES	PAFAH2 inh	AHR activator	procasp3 activ	CTSL1 counter	PP5 inh	HCV core dimer	PP1 inh	TPT1 inhibitor	procasp7 counter
O=C1C2CSCN2C(=O)CN1CCCN1CCN(C(c2ccccc2)c2ccccc2)CC1 (stereo not drawn)	-4	-4	-3	2	1.9	-6	0	-1	-2
CCOc1ccccc1Nc1nnc(SCC(=O)NC2CC2)s1	1	23	-6	.	.	.	.	.	-7
CCOC(=O)C1(CC2CCCCO2)CCN(S(=O)(=O)c2ccc(OC)cc2)CC1 (stereo not drawn)	0	1	2	-1	1.4	-7	-3	0	-2
O=C(O)CC(NC(=O)C1CCCCC1)c1ccc(OC2CCCC2)cc1 (stereo not drawn)	0	4	10	2	-0.2	0	0	-4	4

The list itself (from the top)
SMILES	PAFAH2 inh	AHR activator	procasp3 activ	CTSL1 counter	PP5 inh	HCV core dimer	PP1 inh	TPT1 inhibitor	procasp7 counter
O=C1C2CSCN2C(=O)CN1CCCN1CCN(C(c2ccccc2)c2ccccc2)CC1 (stereo not drawn)	-4	-4	-3	2	1.9	-6	0	-1	-2
CCOc1ccccc1Nc1nnc(SCC(=O)NC2CC2)s1	1	23	-6	.	.	.	.	.	-7
CCOC(=O)C1(CC2CCCCO2)CCN(S(=O)(=O)c2ccc(OC)cc2)CC1 (stereo not drawn)	0	1	2	-1	1.4	-7	-3	0	-2
O=C(O)CC(NC(=O)C1CCCCC1)c1ccc(OC2CCCC2)cc1 (stereo not drawn)	0	4	10	2	-0.2	0	0	-4	4
COCCn1nnnc1CN1CCN(C(=O)c2ccco2)CC1	-7	-3	-7	-1	3.0	9	0	0	0
Cc1cc(C)c(C)c(S(=O)(=O)N2CCC(C(=O)Nc3ccncc3)CC2)c1C	2	13	-1	-14	1.0	-3	3	-1	4
COc1cc(/C=N/NC(=O)CSCc2ccc([N+](=O)[O-])cc2)cc(OC)c1OC	3	1	4	2	-0.2	-3	-1	-2	-3
COCCn1c(NCc2ccco2)nc2c1c(=O)[nH]c(=O)n2C	5	2	1	7	-0.4	1	-1	1	2
CC(=O)c1c[nH]c(C(=O)NCc2cccc(C(F)(F)F)c2)c1	2	3	10	7	0.3	-10	2	-4	7
CC(N)C12CC3CC(CC(C3)C1)C2 (stereo not drawn)	0&-9	1&-1	9&-2	-1&1	1.6&-1.7	3&-4	2&-2	1&-1	-5&1
O=C(c1ccco1)N(Cc1ccc([N+](=O)[O-])cc1)c1ccc(Br)cc1	1	4	-5	-2	3.4	15	2	-2	3
COc1ccc(S(=O)(=O)N(C)C)cc1NC(=O)CSc1nncs1	-12	1	2	4	2.6	-5	1	-4	-3
CN(CCOc1ccccc1)C(=O)C1CCN(C(=O)c2ccc(Cl)cc2)CC1	3	-2	-1	2	2.5	-3	-3	2	4
Cc1ccc(-c2cc(-c3ccccc3[N+](=O)[O-])[nH]n2)c(O)c1	-2	60*	0	0	3.7	0	2	0	-1
CCOC(=O)C1=C(C)Nc2nnnn2C1c1cccc(OC)c1OC (stereo not drawn)	6	1	2	0	-1.4	-60	-1	0	7
CCOC(=O)c1c(C)oc2ccc(OCC(N)=O)cc12	2	-1	4	2	7.2	-2	-3	4	9
COc1ccc(CC(=O)NCc2ccc3c(c2)OCO3)cc1	1	10	-3	1	1.8	0	-4	2	1
Cc1cc(NC(=O)/C(C#N)=C/c2ccc(-c3ccc(SC(F)F)cc3)o2)n(-c2ccccc2)n1	-3	-1	4	2	-1.6	22	0	57*	2
Clc1cccc(CN2CCSCC2)c1	0	-3	-7	1	-0.6	11	-1	0	2
CCOP(=O)(c1ccccc1)c1nc(-c2ccccc2C)oc1N1CCCCC1 (stereo not drawn)	.	3	-2	2	4.0	-1	4	0	-8
CS(=O)(=O)NNC(=O)c1csc(Cc2c(Cl)sc3ccc(Cl)cc23)n1	-6	3	-1	2	-1.1	6	0	-2	3
Cc1cccc(C(=O)NCCCN2CCCC2=O)c1	-4	2	2	-2	2.2	-9	0	-3	13
CCN(CC(=O)NCc1cccs1)C(=O)c1cc(Br)ccc1O	4	0	-6	.	.	.	.	.	7
CN(Cc1ccccc1)S(=O)(=O)CCNC(=O)c1ccc2c(c1)OCO2	1	3	7	1	0.8	-9	3	-2	5
O=C(NCC(=O)N1CCN(Cc2ccccc2)CC1)c1cccs1	0	3	1	.	.	.	.	.	18
SMILES	PAFAH2 inh	AHR activator	procasp3 activ	CTSL1 counter	PP5 inh	HCV core dimer	PP1 inh	TPT1 inhibitor	procasp7 counter
CCC1(c2ccc(F)cc2)NC(=O)N(CC(=O)Nc2cc(C)on2)C1=O (stereo not drawn)	4	10	-5	.	0.6	.	-3	.	9
O=C1CCN(Cc2ccc([N+](=O)[O-])cc2)CCN1[C@H](CO)Cc1ccccc1	-11	1	-2	-1	1.9	-18	-3	0	-4
O=C(CCNC(=O)C1CCN(S(=O)(=O)c2ccccc2)CC1)NCc1ccc(Cl)c(Cl)c1	7	1	-3	-6	-0.6	-1	-3	-3	6
N#Cc1nc(COc2ccccc2)oc1N1CCCCCC1	0	29	-3	-2	2.7	5	-5	3	11
O=C(c1nc2ccccn2c1CNCCOc1cccnc1)N1CCOCC1	-3	0	6	7	1.1	-1	-1	-1	2
CCOC(=O)CSc1nc2cccnc2n1C	2	1	-8	-5	-0.1	1	-3	1	-3
COCC(C)n1c(C)cc(C(=O)COC(=O)c2cc(=O)[nH]c3ccccc23)c1C (stereo not drawn)	-4	8	1	.	.	.	.	.	5
CCOc1ccc(-n2c(SCC(=O)Nc3ccc4c(c3)OCO4)nc3ccccc3c2=O)cc1	-2	2	-2	3	1.5	41	5	-1	6
Cc1ccc(CN2CCNC(=O)C2CC(=O)N(C)C(C2CC2)C2CC2)o1 (stereo not drawn)	5	3	-2	1	-1.2	-2	-5	-1	19
CCOP(=O)(NC12CC3CC(CC(C3)C1)C2)NC12CC3CC(CC(C3)C1)C2	-5	6	-1	4	3.3	2	-2	0	-9
CC1CCC(N2CCN(C(=O)c3ccccc3F)CC2)CC1 (stereo not drawn)	-2	0	-4	-2	3.1	-8	2	0	4
COc1ccc(NC(=O)Nc2cnccn2)cc1	3	8	-1	5	1.1	-5	2	2	3
O=C(Nc1ccccc1C(=O)N1CCCCCC1)c1ccccc1Cl	-8	0	2	-3	2.7	7	-3	1	-5
CCOC(=O)c1cnn(Cc2ccc(C)cc2)c1N	-3	4	1	0	-1.2	-1	-2	1	8
O=C(Nc1ccc(N2CCCC2)c(Cl)c1)c1ccco1	3	0	1	0	3.0	-12	4	2	11
O=C(O)c1ccccc1OCC1CCCO1 (stereo not drawn)	-3	-5	-9	-5	1.7	-3	5	1	-4
O=S(=O)(NCc1ccccn1)c1ccc(Br)s1	7	-1	-5	-2	0.7	-2	2	-1	2
O=C(CN1CCN(c2ccccn2)CC1)Nc1cc(C(F)(F)F)ccc1Cl	3	-1	-9	-3	2.5	-3	2	-3	-6
Cc1csc(NC(=O)COCC(=O)O)c1-c1nc2ccccc2s1	.	1	4	6	2.0	4	-1	-1	8
Cc1ccccc1NC(=S)NCC1CCN(C(C)c2ccccc2)C1 (stereo not drawn)	1	1	-9	4	-1.4	1	25*	2	7
Cc1ccc2c(c1)N(CC(=O)NC1CCC(C)CC1)C(=O)c1cccnc1O2 (stereo not drawn)	1	8	15	3	-0.1	1	-5	-2	-3
CC1(C)CN(c2cccc(C#N)c2)C1=O	2	-1	2	-2	1.1	1	-1	-1	7
O=C(Cc1cccc2ccccc12)N/N=C1\CCCc2ccccc21	5	28	-11	6	-0.1	8	0	-2	1
CC1CN(C(=O)c2ccc(NS(=O)(=O)c3ccc(F)c(F)c3)cc2)CC(C)O1 (stereo not drawn)	1	0	7	0	3.3	-4	-3	-1	5
CCOC(=O)N1CCC(NC(=O)c2oc3c(C)c(C)ccc3c2C)CC1	8	13	-5	2	0.3	13	0	1	8
SMILES	PAFAH2 inh	AHR activator	procasp3 activ	CTSL1 counter	PP5 inh	HCV core dimer	PP1 inh	TPT1 inhibitor	procasp7 counter
O=C(NCCCN1CCc2ccccc2C1)Nc1ccc(Br)cc1	-4	61*	0	8	2.1	-1	0	2	8
Cc1ccc(C)c(NC(=O)COC(=O)c2ccc3c(c2)OCO3)c1	20	-1	5	-3	-1.3	-2	-3	3	1
COc1ccc(CCN(C)Cc2ccc(C(=O)Nc3ccccc3)cc2)cc1OC	-5	-2	4	-2	-0.1	-12	0	-1	0
Cc1ccc(C)c(N(CC(=O)N2CCCCCC2)S(C)(=O)=O)c1	3	-1	7	6	-6.7	-11	-4	-3	-5
O=C(O)CCCn1c(=S)[nH]c2c(sc3ccc([N+](=O)[O-])cc32)c1=O	-2	6	-6	-3	-2.4	-3	0	-6	8
Cc1ccc(NC(=O)COC(=O)CCC2CCCC2)cc1S(=O)(=O)N1CCOCC1	32*	-1	7	.	.	.	.	.	3
Cc1c(CCC(=O)NCCCn2ccnc2)c(=O)oc2cc3oc4c(c3cc12)CCCC4	-4	-4	-2	-3	7.0	-4	-6	0	3
C=C(C)Cn1c(C2CC(=O)N(Cc3ccccc3)C2)nc2ccccc21 (stereo not drawn)	-5	1	8	-5	0.5	7	-2	0	3
Cc1ccc(-c2nnn(CC(=O)NCC3COCCO3)n2)o1 (stereo not drawn)	4	1	1	2	0.6	-3	0	-1	4
COc1cc(/C=N/NS(=O)(=O)c2ccc(C(C)(C)C)cc2)cc([N+](=O)[O-])c1O	16	1	0	5	1.4	-9	-1	3	7
CCn1c(C)nc2cc(C(=O)NNC(=O)c3ccc(C)cc3)ccc21	-4	5	0	.	-0.8	.	-4	.	8
Cc1ccc([N+](=O)[O-])cc1-c1ccc(/C=N/NC(=O)CN2CCOCC2)o1	-2	30	4	5	12*	2	-1	7	-2
O=C(/C=C/c1ccccc1)Nc1ccc(S(=O)(=O)N2CCOCC2)cc1	-7	9	6	0	1.6	2	0	-1	-5
Nc1ccccc1-c1nnn(CC(=O)N2CCCc3ccccc32)n1	8	-4	-2	5	0.8	-5	-1	-1	2
CC(C(=O)OCC(=O)c1ccc(Br)cc1)N1C(=O)C2C3CCC(C3)C2C1=O (stereo not drawn)	7	3	1	-2	-1.0	-3	2	4	-4
COc1ccc(CNC(=O)Nc2ccc(OC)cc2)cc1	2	-4	6	-4	0.8	-3	-4	-8	5
CC1(C)CC(=O)C2=C(C1)N(Cc1cccnc1)C(=O)C2(NC(=O)C1CC1)C(F)(F)F (stereo not drawn)	11	0	6	3	-3.8	0	0	-1	5
